Yp Topo-I inh: Y. pestis Topo-I inhibition via cleavage products; Y. pestis Topo-I cleavage product accumulation, plate reader; activity, % at 10 µM; 360,000 tested, 0.064% active; in the data active = activity above about 50%, passing the limit was not always enough; inconclusive = no clear call, values can overlap the other calls; also: inactives centre near 2
Mtb FBA inh: inhibitors of M. tuberculosis fructose-bisphosphate aldolase. P9WQA3. purified M. tuberculosis FBA, fluorescence read-out. inhibition, % at 1 µM. 360,000 tested, 2.3% active. AID 588726; in the data active = inhibition above about 27%;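 also: 0% = vehicle and 100% = reference inhibitor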
Target sequence (P9WQA3 whole entry, looked up): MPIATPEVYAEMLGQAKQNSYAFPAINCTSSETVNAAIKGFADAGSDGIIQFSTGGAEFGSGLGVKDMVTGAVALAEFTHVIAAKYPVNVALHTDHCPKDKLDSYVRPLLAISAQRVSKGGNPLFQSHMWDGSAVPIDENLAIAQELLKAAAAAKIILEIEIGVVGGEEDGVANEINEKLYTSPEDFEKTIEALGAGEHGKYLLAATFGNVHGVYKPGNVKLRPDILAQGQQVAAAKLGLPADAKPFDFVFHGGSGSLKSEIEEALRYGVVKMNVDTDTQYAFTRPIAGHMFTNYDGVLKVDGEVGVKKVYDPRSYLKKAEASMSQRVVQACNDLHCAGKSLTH
Vc quorum ag: induces V. cholerae light production without autoinducers; 350,000 tested, 0.16% active; activation, % at 18.7 µM; V. cholerae BH1578 lux reporter, luminescence, 6 h; in the data active = activation mostly above about 9.7%, no sharp cut-off; inconclusive = no clear call, values can overlap the other calls; inactive = mostly below about 3.7%; also: not every result past the cut was called active; inactives centre near 0; reference of the scale not given here
BioA inh: blocks M. tuberculosis BioA enzyme activity. purified M. tuberculosis BioA enzyme, plate reader. inhibition, % at 9.99 µM. 360,000 tested, 0.096% active. AID 602481; in the data active = inhibition above about 40%; inconclusive = no clear call, values can overlap the other calls
GDH-TPI inh: inhibits GDH-TPI coupling enzymes, artifact for Mtb FBA screen; inhibition, % at 4.8 µM; AID 588335; 360,000 tested, 1.2% active; GDH-TPI coupled enzyme counterscreen, NADH absorbance; in the data active = inhibition above about 30%;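 also: 0% = DMSO wells and 100% = wells lacking the enzyme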
Mtb UGM inh: blocks M. tuberculosis UGM enzyme; P9WIQ1; purified UGM, fluorescence polarization probe displacement; inhibition, % at 10 µM; 320,000 tested, 0.06% active; AID 504406; in the data active = inhibition above about 10%, passing the limit was not always enough; inconclusive = no clear call, values can overlap the other calls
Target sequence (P9WIQ1 whole entry, looked up): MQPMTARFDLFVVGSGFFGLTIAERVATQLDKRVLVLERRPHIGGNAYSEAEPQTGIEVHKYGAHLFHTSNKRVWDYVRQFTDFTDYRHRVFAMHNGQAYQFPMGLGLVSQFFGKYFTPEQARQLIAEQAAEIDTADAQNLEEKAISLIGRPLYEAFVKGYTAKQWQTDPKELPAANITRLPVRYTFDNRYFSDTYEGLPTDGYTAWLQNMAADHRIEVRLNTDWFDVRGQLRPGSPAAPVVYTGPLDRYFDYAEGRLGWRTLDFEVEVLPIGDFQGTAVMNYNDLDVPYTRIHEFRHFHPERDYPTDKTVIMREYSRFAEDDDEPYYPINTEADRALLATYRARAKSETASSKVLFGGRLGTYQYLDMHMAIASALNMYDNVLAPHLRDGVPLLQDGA
FadD28 FP inh: M. tuberculosis FadD28 bisubstrate binding inhibition; FadD28 bisubstrate probe binding, fluorescence polarization; inhibition, % at 12.5 µM; 360,000 tested, 0.22% active; AID 588549; in the data active = inhibition above about 8.5%, passing the limit was not always enough; inconclusive = no clear call, values can overlap the other calls
TcdB inh: TcdB glycohydrolase inhibition | P18177 | TcdB glycohydrolase enzymatic assay, plate reader | inhibition, % at 9.99 µM | 350,000 tested, 0.24% active; in the data active = inhibition above about 10%
PfHsp40 rescue: restores yeast growth despite PfHsp40 toxicity; S. cerevisiae expressing PfHsp40, growth rescue, ATP luminescence; growth rescue, % at 12.5 µM; 340,000 tested, 0.68% active; in the data active = growth rescue above about 28%, passing the limit was not always enough; inconclusive = no clear call, values can overlap the other calls;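 also: yeast W303a lacking pdr1 and pdr3 grown in galactose medium; growth measured after three days at 30 °C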
* hit, by the source's call; i = inactive; u = inconclusive; x = no result given; & = joins results of further samples.

SMILES	Yp Topo-I inh	Mtb FBA inh	Vc quorum ag	BioA inh	GDH-TPI inh	Mtb UGM inh	FadD28 FP inh	TcdB inh	PfHsp40 rescue
CCN1CCc2nc3sc(C(=O)Nc4cccnc4Cl)c(N)c3cc2C1	-6.3	10.3	-0.3	14.3	9.6	1.7	0.4	0.9	2.2
O=C(CN1C(=O)c2cccc3cccc1c23)N1CCN(c2cccc(Cl)c2)CC1	6.4	1.3	1.6	-0.1	8.5	-0.4	-4.9	x	0.5
CC(=O)Nc1cnc(-c2ccccc2C(F)(F)F)cn1	10.4	-3.3	-1.3	0.4	-0.9	x	-4.4	0.6	x
O=C(O)/C=C\C(=O)Nc1ccc(N2CCN(c3ccc(Cl)c(Cl)c3)CC2)cc1	-14.0	-1.1	i	-1.1	-1.9	1.5	-1.7	-0.5	1.0
Cc1[nH]c(=O)[nH]c(=O)c1NC(=O)c1cccs1	1.5	1.1	-0.2	x	2.5	1.0	-0.3	x	-0.3
COCCNC(=O)C/C(C)=N/NC(=O)C(=O)NC1CCCCC1	4.6	1.0	-0.4	x	-1.6	1.0	-1.4	-1.2	0.8
Cc1ccc(Nc2cc(C(=O)NCCCN3CCOCC3)c3ccccc3n2)cc1C	-7.4	5.1	-12.2	0.2	8.6	-3.5	-1.8	1.7	-1.4
CC#CC[N+](C)(C)CCCCCCCCCCCC	10.8	-0.4	i	3.9	0.9	-0.7	-6.8	0.8	-1.5
COc1cc(C(=O)Nc2nnc(C)s2)cc(OC)c1OC	10.4	3.0	i	-0.7	-0.7	1.3	-0.1	0.6	0.2
O=C(COc1ccccc1)NCC(=O)N1CCCCCC1	9.4	2.5	0.8	0.3	3.6	-2.2	-1.5	0.3	0.4
c1ccc(N=Nc2ccc3cccccc2-3)cc1	-23.3	-3.6	-0.7	-2.1	3.8	3.0	-0.1	0.8	7.4
Cc1cc(Br)c2c(c1)=C(c1sc(N3CCCCCC3)nc1O)C(=O)N=2	-7.7	0.7	i	-1.4	1.3	x	-1.9	x	-0.6
C/C(=N\Nc1cc(C(F)(F)F)ccc1Cl)c1ccncc1	26.4	0.8	-0.3	-1.1	4.7	-2.5	-1.5	1.1	-1.9
O=C(O)c1ccc(Cn2c(=S)[nH]c3cc(Cl)ccc3c2=O)cc1	-5.4	0.7	i	x	6.6	-4.3	-3.7	-6.5	-1.7
COc1ccccc1NC(=O)c1nnn(Cc2ccccc2)c1NC(C)=O	-10.6	-0.2	i	x	-2.6	-0.9	-2.8	x	-1.3
CC(OC(=O)CNC(=O)C1CCCCC1)C(=O)NCc1ccccc1 (stereo unspecified)	2.6	-1.8	-0.4	-0.1	1.3	-3.3	-4.8	1.9	2.0
Cc1ccc(C(=O)NCCCNC(=O)c2ccco2)cn1	5.2	-0.7	-0.3	-0.3	-2.3	4.3	1.6	0.6	4.9
OC(CNCc1ccccc1F)(c1ccc(F)cc1)c1ccc(F)cc1	17.1	-0.6	-0.3	x	5.8	1.4	-1.8	0.9	0.6
CC(NC(=O)COC(=O)c1cc(=O)c2ccccc2o1)c1ccccc1 (stereo unspecified)	8.8	3.4	i	-2.8	11.1	-2.5	-2.1	2.1	-0.9
CC(=O)Nc1ccc(OCCC[n+]2ccccc2)cc1	-0.9	1.1	0.5	x	-4.8	-1.5	-3.5	0.3	-0.4
CNc1ccccc1C(=O)OCC(=O)c1ccccc1	18.1	5.7	-0.3	-1.5&-0.1	9.5	-0.9	-2.8	0.2	2.3
COc1ccccc1NC(=O)COC(=O)c1c[nH]c2ccccc12	-1.5	1.7	i	-0.8	3.0	-1.8	-2.1	0.4	-0.9
Cc1ccc(N/N=C(\C#N)C(=N)N2CCCCC2)cc1	-18.2	-7.5	-0.7	x	10.9	1.7	-3.1	3.3	0.1
CCOC(=O)N1CCN(c2ncc(C(F)(F)F)cc2Cl)CC1	29.0	2.5	i	x	9.2	1.9	-1.5	1.2	-0.3
CCN1CCN(c2nc3sc4c(c3c(=O)n2-c2ccc(OC)cc2)CCCCC4)CC1	13.7	-0.7	-0.2	4.7	18.7	-3.2	-1.4	x	0.7
CCCNC(=O)C1CCN(S(=O)(=O)c2ccc3[nH]c(=O)ccc3c2)CC1	0.3	2.7	i	-1.5	12.0	-0.8	-0.2	1.0	0.8
CCNC(=O)NC(=O)C(C)OC(=O)Cc1coc2cc3c(cc12)CCC3 (stereo unspecified)	1.7	1.8	i	x	-1.6	-1.3	-2.5	0.7	1.3
CC(C)c1c(O)nc(SCC(=O)Nc2ccc3c(c2)CCC3)[nH]c1=O	-2.4	1.4	i	-0.9	-1.7	0.6	-4.2	x	-0.4
COc1ccncc1-c1ccc(C2=CC(=O)CC(C)(C)C2=O)cc1	30.7	0.9	1.6	0.8	2.1	x	-5.8	1.1	x
COc1ccc(-n2ccnc2SCC(=O)NCc2ccco2)c(OC)c1	0.6	2.4	-0.2	0.6	2.4	2.5	-0.5	-0.2	-0.3

Quoted at random: 2 compounds from above, in no set order.
SMILES	Yp Topo-I inh	Mtb FBA inh	Vc quorum ag	BioA inh	GDH-TPI inh	Mtb UGM inh	FadD28 FP inh	TcdB inh	PfHsp40 rescue
COc1ccncc1-c1ccc(C2=CC(=O)CC(C)(C)C2=O)cc1	30.7	0.9	1.6	0.8	2.1	x	-5.8	1.1	x
CNc1ccccc1C(=O)OCC(=O)c1ccccc1	18.1	5.7	-0.3	-1.5&-0.1	9.5	-0.9	-2.8	0.2	2.3

Next structures:
SMILES	Yp Topo-I inh	Mtb FBA inh	Vc quorum ag	BioA inh	GDH-TPI inh	Mtb UGM inh	FadD28 FP inh	TcdB inh	PfHsp40 rescue
Cc1cc(/C=C(\C#N)C(=O)Nc2ccc(Cl)cc2)c(C)n1-c1ccc(N2CCOCC2)c([N+](=O)[O-])c1	0.2	0.0	i	-0.6	7.6	x	-1.0	2.2	-0.9
Cc1c(N=C2NN=C(c3ccc(Cl)cc3)CS2)c(=O)n(-c2ccccc2)n1C	3.2	5.0	-0.3	2.5	5.1	3.1	-3.2	-0.6	0.5
CC(=O)N1CCc2cc(Br)cc(S(=O)(=O)N3CCC(C(=O)O)CC3)c21	1.1	1.6	-2.7	1.4	-2.5	1.7	-0.8	-1.4	-0.8
Cc1ccn2cc(-c3cccc(NC(=O)c4ccccc4)c3)nc2c1	3.4	-2.4	-0.3	x	-2.9	1.3	0.9	x	2.8
COc1cc2c(cc1OC)C(C)N(C(C)=O)CC2 (stereo unspecified)	6.0	-2.1	-1.8	-0.6	-3.7	-2.0	-3.4	x	0.4
CCOC(=O)c1c(C)[nH]c2c1-c1ccccc1C(=O)C2=O	-9.6	-3.3	-0.2	x	1.3	x	-3.6	0.8	-0.2
O=C(Nc1ccccn1)C1CCN(S(=O)(=O)c2ccc(Cl)cc2)CC1	-2.5	3.5	i	x	0.7	0.1	-1.3	-1.5	1.3
CCOc1ccc(NC(=O)CCN2CCN(C)CC2)cc1	-6.3	1.4	-0.6	-1.7	9.6	0.2	-2.1	0.9	-0.3
Cn1ccc2c(N3c4ccccc4CCc4ccccc43)cc3c(c21)C1CCC3C1 (stereo unspecified)	x	4.4	x	-0.7	x	x	-0.6	1.1	x
COc1ccc(CNC(=O)C(=O)NCCC2CCCCN2S(=O)(=O)c2ccccc2)cc1 (stereo unspecified)	4.6	1.4	i	-0.1	4.8	x	-2.7	2.0	0.9
COc1ccc(OC)c(CCNC(=O)Cn2ccc3cc(S(=O)(=O)N4CCCC4)ccc32)c1	35.2	0.7	i	-1.6	2.6	-0.8	-0.3	0.0	0.4
Nc1nc(CN2CCN(Cc3ccccc3)CC2)nc(N2CCCc3ccccc32)n1	2.6	1.4	i	-2.2	-1.6	-1.5	-1.0	-0.8	1.3
CSCc1ccc(C(=O)NCc2ccccc2)cc1	-0.4	-1.1	i	x	-2.2	x	-3.4	x	0.0
CC(=O)c1ccc(OCC(=O)OCC(=O)N(CC(C)C)c2c(N)n(Cc3ccccc3)c(=O)[nH]c2=O)cc1	4.0	-0.6	-5.0	-0.2	-0.7	x	-1.4	0.6	-1.6
CCOCCCNC(=O)c1cn(CC(C)C)c(=O)c2c1c1ccccc1n2C	4.6	25.3	i	x	16.5	-1.2	-0.7	0.5	u

Grouped by structure, the compounds so far with a COOH group (three)
SMILES	Yp Topo-I inh	Mtb FBA inh	Vc quorum ag	BioA inh	GDH-TPI inh	Mtb UGM inh	FadD28 FP inh	TcdB inh	PfHsp40 rescue
O=C(O)/C=C\C(=O)Nc1ccc(N2CCN(c3ccc(Cl)c(Cl)c3)CC2)cc1	-14.0	-1.1	i	-1.1	-1.9	1.5	-1.7	-0.5	1.0
O=C(O)c1ccc(Cn2c(=S)[nH]c3cc(Cl)ccc3c2=O)cc1	-5.4	0.7	i	x	6.6	-4.3	-3.7	-6.5	-1.7
CC(=O)N1CCc2cc(Br)cc(S(=O)(=O)N3CCC(C(=O)O)CC3)c21	1.1	1.6	-2.7	1.4	-2.5	1.7	-0.8	-1.4	-0.8

Other results follow.
SMILES	Yp Topo-I inh	Mtb FBA inh	Vc quorum ag	BioA inh	GDH-TPI inh	Mtb UGM inh	FadD28 FP inh	TcdB inh	PfHsp40 rescue
CN(CCOc1ccccc1)CC(=O)Nc1cccc(C#N)c1	8.8	-5.6	-0.9	2.4	-4.5	1.1	-3.8	1.1	0.3
CNC(C(=O)c1ccccc1)C(OC(C)C)c1ccc(Cl)cc1 (stereo unspecified)	10.9	2.9	-5.0	1.4	10.4	-2.3	-1.2	x	-1.5
CC(=O)NCCC(=O)Nc1ncc(S(=O)(=O)c2ccc([N+](=O)[O-])cc2)s1	-14.8	2.1	-0.3	x	-3.2	3.1	-1.4	-0.5	0.0
O=[N+]([O-])c1cccc(C2=NCCC(c3ccccc3)O2)c1 (stereo unspecified)	-4.8	4.4	0.0	1.6	9.5	-1.2	-1.3	-0.7	0.4
O=C(COC(=O)CNC(=O)C1CCCCC1)Nc1cccc(F)c1	19.0	2.1	i	1.0	-12.6	-1.2	-4.6	-3.1	-1.2
COc1ccc(-c2cc(C(=O)NCCCN3CCOCC3)on2)cc1OC	-4.6	2.2	-0.2	-1.7	-2.4	-0.2	-2.3	-0.5	-1.3
Cn1ccc2c(-c3ccc(C(N)=O)cc3)cc3c(c21)C1CCC3O1 (stereo unspecified)	x	6.6	x	25.0	x	x	-2.9	3.1	x
CN(C)C(=O)c1c(NC(=O)c2ccco2)sc2c1CCCCC2	2.2	1.0	i	-0.3	3.2	-1.9	-4.5	x	-1.1
CCN(CCS(=O)(=O)c1ccc(Cl)cc1)C(=O)Nc1ccccc1	-5.0	-3.3	i	0.0	-3.5	-2.9	-4.0	1.2	x
O=C(c1ccc2ccccc2c1)N1CCc2ccccc21	25.7	1.2	-1.0	1.1	-5.2	-3.4	0.7	-3.4	0.2
CCCCN(Cc1cccs1)S(=O)(=O)c1ccc(-c2ccc(=O)[nH]n2)s1	32.2	-1.5	-0.2	-2.1	13.4	0.0	-8.2	-0.3	1.7
Cc1nc(C2CC(=O)OC23CCCCC3)cs1 (stereo unspecified)	5.8	1.2	3.6	-0.7	4.3	-1.5	-2.0	x	0.0
COc1cccc(OCC(O)CN2CCN(c3ccccc3)CC2)c1 (stereo unspecified)	1.6&-1.1	-1.9&2.4	i	-1.6&-1.0	6.9&-2.0	1.3&-0.4	-2.1	1.2&-0.7	0.9&-0.1
Cn1c(SCC(=O)c2ccccc2)nnc1-c1ccc(O)cc1	6.5	-5.2	i	3.4	-15.9	4.3	-2.9	x	0.1
CCOC(=O)c1c(S(=O)(=O)N2CCCC2)c(C)n(C)c1C	-2.4	1.6	-4.3	x	7.0	3.3	-1.5	1.0	-0.1
O=C(OCN1C(=O)c2ccccc2C1=O)c1ccco1	1.9	3.4	x	-0.1	-6.3	-0.7	-1.3	-0.7	1.7
N#CCCCCN1c2cccc3cccc(c23)S1(=O)=O	2.5	11.6	-0.2	3.0	-2.5	-5.0	-4.9	x	-0.1
O=C1C(=Cc2ccco2)CCC1=Cc1ccco1	-7.2	-1.6	0.8	-1.1	21.1	x	12.7*	-1.1	7.7
COc1ccccc1N1CCN(C(=O)c2ccccc2SCC(=O)N2CCCC2)CC1	19.4	2.1	i	2.6	2.1	x	-1.1	4.0	-0.2
COc1ccc(Br)cc1[C@H]1[C@H]2C=CC[C@@H](C)[C@@H]2C(=O)N1Cc1ccccc1	12.0	-1.7	-0.3	-0.1	0.0	x	-1.9	1.0	-1.8
Clc1cccc(CSc2nnc(-c3ccccn3)n2Cc2ccco2)c1	-1.2	3.9	i	x	-11.0	-0.1	-5.1	x	0.6
